Assay outcomes: PubChem, Sanford-Burnham Center for Chemical Genomics
PfGluPho inh = PfG6PD enzyme inhibitors, primary screen, biochemical, fluorescence intensity, uHTS; glucose-6-phosphate dehydrogenase-6-phosphogluconolactonase (Plasmodium falciparum 3D7); PfGluPho enzyme, NADPH resazurin-diaphorase fluorescence; inhibition, % at 20 µM; 350,000 compounds, 0.78% hits; AID 504690, 2011;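 active = inhibition reaching at least a set limit at 20 µM in the primary screen, cut at about 59% in these data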;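 note: 0% = DMSO wells with substrate and 100% = DMSO wells lacking glucose-6-phosphate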
GRIN3A LBD mod = binders of NR3A ligand-binding domain, primary screen, biophysical, differential scanning fluorimetry, uHTS; Glutamate receptor ionotropic, NMDA 3A (GRIN3A) ligand-binding domain; NR3A LBD differential scanning fluorimetry, Tm shift; 0% = protein alone, 100% = glycine-bound protein; Tm shift relative to glycine control, % at 25 µM; 340,000 compounds, 2.5% hits;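 active = melting temperature shift of at least 10% of the positive control shift, at one fixed dose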
SENP7 block = SENP7 protease inhibitors, primary screen, biochemical, luminescence, uHTS | Sentrin-specific protease 7 (Homo sapiens), Q9BQF6 | recombinant SENP7, Z-RLRGG-aminoluciferin luminescence, 40 min | inhibition, % at 5 µM | 330,000 compounds, 1.5% hits;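 active = inhibition above about 50% at the single test dose, limit read from the data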;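 note: plate controls were DMSO with enzyme for no effect and no enzyme buffer wells for full effect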
MPTP block = mitochondrial permeability transition pore inhibitors, primary screen, biochemical, isolated mouse mitochondria, absorbance; Ca2+ swelling absorbance, 30 min; inhibition, % at 10 µM; 360,000 compounds, 1.4% hits;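 active = inhibition of 50% or more, scaled per plate between neutral and stimulator controls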;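 note: 0% = DMSO wells given calcium and 100% = 1 mM EGTA wells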
ATG4B inhibitor = ATG4B protease inhibitors, primary screen, biochemical, fluorescence, uHTS. ATG4B cleavage of LC3-PLA2, NBD-HPC fluorescence, 1 h. inhibition, % at 8.33 µM. 340,000 compounds, 0.51% hits. AID 504462, 2011; in the data active = inhibition above about 40%
Target sequence (Q9Y4P1 whole entry, looked up): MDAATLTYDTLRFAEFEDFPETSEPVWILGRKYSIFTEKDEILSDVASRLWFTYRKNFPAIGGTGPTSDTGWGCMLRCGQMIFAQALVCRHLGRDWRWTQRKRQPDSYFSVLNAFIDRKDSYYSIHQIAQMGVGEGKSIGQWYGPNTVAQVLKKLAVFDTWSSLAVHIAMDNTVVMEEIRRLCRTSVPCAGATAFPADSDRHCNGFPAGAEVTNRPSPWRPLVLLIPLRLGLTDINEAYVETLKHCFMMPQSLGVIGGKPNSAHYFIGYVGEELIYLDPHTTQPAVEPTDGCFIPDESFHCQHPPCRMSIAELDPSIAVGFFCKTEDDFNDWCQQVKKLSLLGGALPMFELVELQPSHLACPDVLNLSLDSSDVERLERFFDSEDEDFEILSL
HKDC1 inh = HKDC1 hexokinase inhibitors, primary screen, biochemical, fluorescence, uHTS | inhibition, % at 20 µM | 340,000 compounds, 0.16% hits | recombinant HKDC1, G6PDH/diaphorase resazurin coupled fluorescence | Q2TB90 | AID 493160, 2011;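 active = inhibition above about 35% when tested at 20 µM, limit read from the data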;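 note: plate controls were DMSO wells with enzyme for no effect and DMSO wells lacking enzyme for full effect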
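Test system: recombinant HKDC1 (HK5) hexokinase enzyme, produced in-house; Amount: enzyme 5 µg/mL final; Buffer or medium: Tris pH 8.0 buffer with MgCl2, Tween-20, BSA, BME; Reagent: glucose and ATP substrates; Doses: 20 µM test compound, 1% DMSO; Incubation: 90 min reaction incubation at room temperature, dark; Detection: resorufin fluorescence at 613 nm.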
SENP8 inh = human SENP8 protease inhibitors, primary screen, biochemical, fluorescence, Nedd8 protein substrate, uHTS. inhibition, % at 20 µM. 360,000 compounds, 0.64% hits. recombinant SENP8. Sentrin-specific protease 8 (Homo sapiens), Q96LD8; in the data active = inhibition mostly above about 40%, no sharp cut-off; inactive = mostly below about 27%
SENP6 inh = SENP6 protease inhibitors, primary screen, biochemical, luminescence, uHTS. 330,000 compounds, 1.8% hits. AID 2599, 2010. Sentrin-specific protease 6 (Homo sapiens), Q9GZR1. Recombinant SENP6 catalytic domain, aminoluciferin luminescence. inhibition, % at 10 µM;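 active = inhibition above about 50% at the single tested dose, limit read from the data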;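 note: plate controls were DMSO wells with enzyme for no effect and DMSO wells lacking enzyme for full effect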
Target sequence (Q9GZR1 628-1112 limits assumed): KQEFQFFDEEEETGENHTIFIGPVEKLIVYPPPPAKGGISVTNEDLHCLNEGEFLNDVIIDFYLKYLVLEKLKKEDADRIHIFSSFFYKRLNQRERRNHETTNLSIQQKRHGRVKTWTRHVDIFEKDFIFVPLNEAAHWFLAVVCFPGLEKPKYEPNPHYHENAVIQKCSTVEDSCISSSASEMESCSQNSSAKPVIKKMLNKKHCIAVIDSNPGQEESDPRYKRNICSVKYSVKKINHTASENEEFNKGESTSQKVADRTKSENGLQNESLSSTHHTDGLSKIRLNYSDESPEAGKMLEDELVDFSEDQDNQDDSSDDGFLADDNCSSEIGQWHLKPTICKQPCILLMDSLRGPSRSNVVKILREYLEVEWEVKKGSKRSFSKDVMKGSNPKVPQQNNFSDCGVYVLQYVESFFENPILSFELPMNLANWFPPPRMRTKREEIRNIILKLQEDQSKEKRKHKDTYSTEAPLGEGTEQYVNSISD
An asterisk follows results filed as active; x = not tested or not shown. This is a random part of the collection; about 6.9% have a hit in one of these screens.

SMILES	PfGluPho inh	GRIN3A LBD mod	SENP7 block	MPTP block	ATG4B inhibitor	HKDC1 inh	SENP8 inh	SENP6 inh
C=CCNC(=O)c1ccccc1NS(=O)(=O)c1ccc(SC)cc1	-28	-3	7	2.6	3	-8	-29	-5
CCc1ccc2[nH]c(=O)c(CN(CCN(CC)CC)C(=O)Nc3ccccc3OC)cc2c1	-20	-1	3	0.4	-3	-10	-21	-4
CC(C)(C)OC(=O)C[C@H]1C/C=C\C[C@H](CC(=O)N[C@H](CO)Cc2ccccc2)C(=O)N[C@H](Cc2ccccc2)COC1=O	-4	-4	1	0.0	-7	-3	-6	-19
CCCOc1ccc(C(=O)CCN2CCN(C(=O)OCC)CC2)cc1	15	1	x	-0.1	-12	-4	0	x
CN(CC1CCCN(CCc2cccc(C(F)(F)F)c2)C1)C(=O)c1cc2ccccc2o1 (stereo unspecified)	40	2	2	41	2	6	7	-4
OC(COc1ccccc1)CN1CCCC1 (stereo unspecified)	-8	3	4	-3.3	6	-2	5	3
S=c1[nH]nc(C2CCCCC2)n1/N=C/C=C/c1ccccc1	25	-3	2	4.5	-2	-3	18	-21
CCCC(=O)Nc1nnc(CCN2CCCCC2)s1	-5	0	7	-1.2	-2	0	29	3
CC(OC(=O)c1cccc(-n2cnnn2)c1)c1nc2ccccc2c(=O)[nH]1 (stereo unspecified)	-12	2	-13	-0.4	-1	-3	-2	-21
O=C(Nc1cc(Cl)ccc1O)C1CC(c2c(F)cccc2Cl)=NO1 (stereo unspecified)	-14	0	-2	3.1	25	6	11	4
CCCCN1C(=O)c2ccc(C(=O)Nc3ccc(S(=O)(=O)N(C)C)cc3)cc2C1=O	0	1	0	20	14	21	26	0
C=CC[N+]1(CC(=O)NCc2ccc(NC(C)=O)cc2)CCOCC1	-8	0	0	-0.3	20	-7	5	33
O=C(c1ccc(Cl)cc1)N1C2C=CC(C2)C1(C(F)(F)F)C(F)(F)F (stereo unspecified)	10	-1	-5	-0.3	6	-10	18	-42
CCOCc1nnc(NS(C)(=O)=O)s1	-9	2	-5	0.1	-3	-6	11	-12
Cc1oc2nc(SCC(=O)N3CCCCC3)nc(N)c2c1C	20	-4	-6	0.4	-3	-4	17	6
COc1ccc(NS(=O)(=O)c2cccc(C(=O)N3CCCC(C)C3)c2)cc1 (stereo unspecified)	7	-1	-7	0.5	-7	-2	14	-6
CC(C)(C)c1cc(NCCCn2ccnc2)n2ncc(-c3ccccc3)c2n1	28	-4	3	-1.9	-3	1	-407	-20
COc1ccc2c(COC(=O)CCS(=O)(=O)c3ccccc3)cc(=O)oc2c1	x	x	7	1.4	x	x	-428	-1
Cn1c(Cn2c(=O)sc3ccccc32)nnc1SCc1cccnc1	12	0	1	-3.4	4	-6	9	6
CN1CCN(C(=O)C2=C[C@H](c3ccc(C(F)(F)F)cc3)C[C@H](OCCCCO)O2)CC1	-9	0	-19	-0.5	-1	1	-8	-18
COCCn1c(SCC(=O)Nc2ccc(Cl)cn2)nnc1-c1ccncc1	-18	-1	-2	-0.2	0	-2	6	-8
CCOC(=O)c1c(C)[nH]c(C)c1C(=O)COC(=O)/C=C/c1cccc(Cl)c1	10	-8	4	-0.2	-4	-2	2	9
COc1ccc(Br)cc1CN1CCSCC1	-18	1	-12	1.3	8	3	1	-9
CCN(C1CCCCC1)S(=O)(=O)CCNC(=O)c1ccc2c(c1)OCO2	-2	-1	0	-1.8	0	-4	24	-6
CC(C)NC(=O)c1cc2cc(Br)ccc2oc1=O	11	0	-6	-0.9	-1	-8	-12	-26
COC(=O)COc1ccc(S(=O)(=O)N2CCOCC2)cc1C	-9	-1	0	-0.4	4	-1	6	-16
CC(=O)Nc1ccc(NC(=O)c2cc[n+]([O-])cc2)cc1	10	2	-3	0.7	-12	-4	6	-8
Cc1c(Cl)c([N+](=O)[O-])nn1CCCC(=O)NC(C)c1ccccc1 (stereo unspecified)	-8	-5	-1	0.2	20	16	25	1
Cc1ccc(NC(=O)CSc2nnc(-c3ccco3)c(-c3ccco3)n2)cc1	46	-13	15	-3.0	20	9	27	-2
COc1ccc(S(=O)(=O)N2CCN(C)CC2)cc1NC(=O)c1ccccc1F	-8	1	-2	0.4	-1	-3	11	-32
CCn1nc(C)c(NC(=O)c2ccc(Cl)cc2)c1C	8	1	2	-0.7	-3	-6	12	7
CN(C)C(=O)CN1CCN(C(=O)CCl)CC1	-2	1	0	-0.3	2	-3	6	-22
O=C(C[C@@H]1C/C=C\C[C@@H](Cc2ccc(F)cc2)C(=O)OC[C@H]2CCCN2C1=O)NCCO	6	-3	7	1.2	-8	-2	-2	4
CNC(=O)COC(=O)c1ccc(Cl)c(S(=O)(=O)N2CCCC2)c1	-3	-4	-3	0.0	-4	-6	2	-15
S=C(Nc1ccc(Cl)cc1)c1nc2ccccc2[nH]1	-11	-6	33	4.2	0	-26	9	59*
CCOC(=O)C1(Cc2ccc(Cl)cc2)CCN(Cc2cnc(N)nc2)CC1	-2	4	-2	2.9	-5	-5	3	2
C=CCCN(Cc1ccccc1)S(=O)(=O)c1cc(Br)ccc1Br	-7	1	3	-1.8	6	7	6	-6
CCOC(=O)N1CCN(C(=O)CSc2ccc3nnc(CCNC(=O)c4ccccc4)n3n2)CC1	9	0	1	1.8	-5	1	0	-6
O=C1CC(C(=O)Nc2ccc(Cl)cc2[N+](=O)[O-])C2(CCCCC2)O1 (stereo unspecified)	-5	-4	10	0.6	2	-7	22	-3
Cc1ccc(C)c(NC(=O)c2cnn3ccccc23)c1	8	1	1	-0.8	-8	-5	-1	-3
C/C(=C\C=C\c1ccccc1)C(=O)c1c(C)cc(C)[nH]c1=O	-1	0	-13	0.8	-10	0	10	-15
CCN(CC)CCNC(=O)c1cc(Nc2ccc(OC)c(OC)c2)nc2ccccc12	9	0	-3	-0.1	-12	-3	19	-1
CSc1nnc(C(C)c2ncc(C(F)(F)F)cc2Cl)n1C (stereo unspecified)	-5	-3	-2	1.7	1	4	5	5
COc1ccccc1OCc1cc(C(=O)N2CCCC(OCc3cccnc3)C2)no1 (stereo unspecified)	7	-2	1	-2.6	-4	-2	-3	11
Cc1cccc(C)c1NC(=O)CSc1nnc(Cc2ccccc2)o1	-2	-1	-7	-0.7	-14	-3	2	-15
C=CCNS(=O)(=O)c1sccc1/C=N/O	17	-1	8	1.6	3	4	7	0
COC(=O)c1c(C(=O)OC)c(-c2cccc(Cl)c2)n2c1CS(=O)C2 (stereo unspecified)	-1	0	-5	1.6	8	0	2	18
Cc1cccc(C)c1NC(=O)CN(C)CC(=O)c1c(N)n(Cc2ccccc2)c(=O)n(C)c1=O	5	0	-6	-1.8	-4	-2	3	-12
Cn1c(=O)n(CCOc2ccccc2Cl)c2ccccc21	-21	-6	2	1.9	3	2	23	7
CCn1c(=O)cc(SCC(=O)Nc2ccc3c(c2)OCCO3)c2ccccc21	-23	0	7	-3.3	-16	-7	-2	-19

New compounds follow
SMILES	PfGluPho inh	GRIN3A LBD mod	SENP7 block	MPTP block	ATG4B inhibitor	HKDC1 inh	SENP8 inh	SENP6 inh
CC(C)Cn1c(N)c(C(=O)COC(=O)c2ccccc2C(=O)c2ccccc2)c(=O)n(C)c1=O	5	-8	5	1.1	-17	-2	2	-2
COc1ccc(O)c(CN2CCC(n3nccc3NC(=O)c3ccccc3Cl)CC2)c1	25	-1	0	1.0	6	9	-46	10
CC(NS(=O)(=O)c1ccccc1Cl)C1CC2CCC1C2 (stereo unspecified)	-2	1	1	3.6	5	4	7	-1
COc1cc(OC)cc(-c2nnc(SCC(=O)N3CCOCC3)o2)c1	-6	0	-4	0.3	-2	4	4	-6
Cc1ccc2oc(C(=O)N(Cc3ccccc3)C3CCS(=O)(=O)C3)c(C)c2c1 (stereo unspecified)	2	-1	2	-0.2	-16	-3	-3	8
COc1ccc(Br)cc1Cn1nnc(C(=O)Nc2ccc3c(c2)OCCO3)c1N	21	-5	-3	-0.3	28	-3	6	22
CCS(=O)(=O)N1Cc2ccccc2CC1C(=O)N(C)Cc1ccc(OC)c(F)c1 (stereo unspecified)	-21	-3	-1	-0.3	7	-1	5	-9
O=C(NC1CC1)c1cc(-c2ccco2)nc2ccccc12	23	-1	x	2.2	4	22	-428	x
CC(C)NC(=O)CCCN1C(=O)c2ccccc2Sc2ncccc21	-13	0	-3	-1.3	7	0	19	-3
CS(=O)(=O)c1cccc(-c2nnc(NC(=O)c3ccc(S(=O)(=O)N4CCCC4)cc3)o2)c1	2	-1	3	-1.9	-3	2	15	-13

Record cards (already shown). Screens in order: PfGluPho inh, GRIN3A LBD mod, SENP7 block, MPTP block, ATG4B inhibitor, HKDC1 inh, SENP8 inh, SENP6 inh
COc1ccc(O)c(CN2CCC(n3nccc3NC(=O)c3ccccc3Cl)CC2)c1 is listed as 25, -1, 0, 1.0, 6, 9, -46, 10
COc1cc(OC)cc(-c2nnc(SCC(=O)N3CCOCC3)o2)c1 is listed as -6, 0, -4, 0.3, -2, 4, 4, -6
CC(C)Cn1c(N)c(C(=O)COC(=O)c2ccccc2C(=O)c2ccccc2)c(=O)n(C)c1=O is listed as 5, -8, 5, 1.1, -17, -2, 2, -2
Cc1ccc2oc(C(=O)N(Cc3ccccc3)C3CCS(=O)(=O)C3)c(C)c2c1 (stereo unspecified) is listed as 2, -1, 2, -0.2, -16, -3, -3, 8
O=C(NC1CC1)c1cc(-c2ccco2)nc2ccccc12 is listed as 23, -1, x, 2.2, 4, 22, -428, x

In a second layout: entries from further up
SMILES,PfGluPho inh,GRIN3A LBD mod,SENP7 block,MPTP block,ATG4B inhibitor,HKDC1 inh,SENP8 inh,SENP6 inh
O=C(NC1CC1)c1cc(-c2ccco2)nc2ccccc12,23,-1,x,2.2,4,22,-428,x
CC(C)NC(=O)CCCN1C(=O)c2ccccc2Sc2ncccc21,-13,0,-3,-1.3,7,0,19,-3
CS(=O)(=O)c1cccc(-c2nnc(NC(=O)c3ccc(S(=O)(=O)N4CCCC4)cc3)o2)c1,2,-1,3,-1.9,-3,2,15,-13
